# Screening results: PubChem BioAssay, several laboratories
# H69AR inhibit: proliferation blockers of H69AR lung cancer cells, primary screen, cell-based, human, 86K library; 85,000 tested, 6% active; viability, % at 10 µM; AID 598, 2007; H69AR lung tumor viability, ATP luminescence, 72 h; hits give low values;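 active means viability at or below 40%; inactive means viability above 40%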;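 further: multidrug resistant small cell line overexpressing MRP-1 efflux transporter; 100% = mean luminescence of untreated control wells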
# HUVEC inhibit: inhibitors of HUVEC proliferation, primary screen, cell-based, 384-well; CellTiter-Glo luminescence, 72 h; hits give low values; viability, % at 10 µM (by protocol); 86,000 tested, 1.1% active;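 active means viability at or below 30%; inactive means viability above 30%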;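 further: 100% = median luminescence of DMSO-only cell control wells on each plate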
# ERa coact inh: ERα–SRC-1 coactivator interaction inhibitors, primary screen, biochemical, TR-FRET, ERα LBD, estradiol-bound; Estrogen receptor (Homo sapiens), P03372; inhibition, % at 25.6 µM; 86,000 tested, 1.7% active; AID 629, 2007; TR-FRET ER-alpha LBD / SRC-1 peptide; in the data active means inhibition above about 50%;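 further: 0% = receptor plus peptide control and 100% = peptide only without receptor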
# Target sequence (P03372 whole entry, looked up, the tested form may be a part): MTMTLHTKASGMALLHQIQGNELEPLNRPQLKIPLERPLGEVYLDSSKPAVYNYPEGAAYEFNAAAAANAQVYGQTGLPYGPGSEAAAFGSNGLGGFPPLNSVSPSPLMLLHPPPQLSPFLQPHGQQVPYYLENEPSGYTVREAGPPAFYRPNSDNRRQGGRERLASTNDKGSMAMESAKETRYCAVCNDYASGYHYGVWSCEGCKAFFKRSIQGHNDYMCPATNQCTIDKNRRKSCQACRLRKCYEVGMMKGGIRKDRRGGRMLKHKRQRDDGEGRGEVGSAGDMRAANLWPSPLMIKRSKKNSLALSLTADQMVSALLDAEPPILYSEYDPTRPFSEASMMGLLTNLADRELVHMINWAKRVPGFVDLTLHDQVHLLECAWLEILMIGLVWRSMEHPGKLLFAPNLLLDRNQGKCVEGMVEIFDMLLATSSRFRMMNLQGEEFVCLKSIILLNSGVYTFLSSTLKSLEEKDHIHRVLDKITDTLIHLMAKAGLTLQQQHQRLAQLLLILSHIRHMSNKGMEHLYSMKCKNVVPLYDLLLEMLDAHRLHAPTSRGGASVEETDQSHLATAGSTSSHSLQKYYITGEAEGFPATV
# Candida biofilm: clotrimazole potentiators killing Candida biofilms, primary screen, with clotrimazole, Alamar Blue; C. albicans biofilm + clotrimazole; inhibition, % at 6 µM; 85,000 tested, 0.14% active; AID 834, 2007;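 active means inhibition above 20%; inactive means inhibition below 20%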;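 further: preformed 24 hr biofilms exposed to compound for 48 hr; 0% = biofilm without compound and 100% = blank killed by clotrimazole plus chlorhexidine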
# Smad3 inh: Smad3/FoxH1 peptide binding inhibitors, primary screen, biochemical, TR-FRET. inhibition, % at 25 µM. TR-FRET Smad3/Dy647-FoxH1 peptide binding, europium anti-His. Mothers against decapentaplegic homolog 3 (Homo sapiens), P84022. AID 630, 2007. 88,000 tested, 0.29% active;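 active means compounds that reduce the energy-transfer binding signal between the protein and its labelled peptide by more than half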;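 further: 0% = Smad3 plus labelled peptide maximal FRET and 100% = peptide-only background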
# sEH activator: soluble epoxide hydrolase activators, primary screen, biochemical, human sEH; activation, % at 2 µM; 91,000 tested, 0.04% active; purified human sEH enzymatic activity, activator screen; in the data active means activation above about 37%; further: values of inactives mirror those of a sister screen read the other way
# Lung fibro prol: antiproliferative effect on LL 47 fibroblasts – human, LL 47 cells, CellTiter-Glo luminescence, primary screen; LL 47 human lung fibroblast viability, ATP luminescence; hits give low values; viability, % at 10 µM; 85,000 tested, 1.1% active;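 active means viability at or below 50% in the single dose screen; inactive means viability above 50%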;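 further: compound exposure lasted 72 h before the ATP readout; 100% = median luminescence of untreated cell-only wells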
#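 Signal: luminescent ATP detection, CellTiter-Glo; assay system: LL 47 human lung fibroblasts; input: 1,150 cells/well; incubation: overnight cell rest, 72 h compound treatment at 37 °C; measure: % viability versus median cells-only luminescence; medium: IMEM growth medium with 15% fetal bovine serum; dosing: compound addition at 0.1% DMSO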
# ERb SRC1 inh: inhibitors of ERβ-SRC1 coactivator interaction, primary screen, biochemical, TR-FRET, ERβ LBD, SRC-1 peptide; Estrogen receptor beta (Homo sapiens), Q92731; TR-FRET ER-beta LBD / SRC1-Cy5 peptide binding; receptor agonist-loaded with 1 µM estradiol; inhibition, % at 25.6 µM; 86,000 tested, 1.3% active;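 active means compounds whose percent inhibition of the receptor-coactivator binding signal exceeds about 50% in the single-dose screen, limit read from the data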;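 further: 0% = receptor plus peptide wells without compound and 100% = peptide-only wells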
# Target sequence (Q92731 whole entry, looked up, the tested form may be a part): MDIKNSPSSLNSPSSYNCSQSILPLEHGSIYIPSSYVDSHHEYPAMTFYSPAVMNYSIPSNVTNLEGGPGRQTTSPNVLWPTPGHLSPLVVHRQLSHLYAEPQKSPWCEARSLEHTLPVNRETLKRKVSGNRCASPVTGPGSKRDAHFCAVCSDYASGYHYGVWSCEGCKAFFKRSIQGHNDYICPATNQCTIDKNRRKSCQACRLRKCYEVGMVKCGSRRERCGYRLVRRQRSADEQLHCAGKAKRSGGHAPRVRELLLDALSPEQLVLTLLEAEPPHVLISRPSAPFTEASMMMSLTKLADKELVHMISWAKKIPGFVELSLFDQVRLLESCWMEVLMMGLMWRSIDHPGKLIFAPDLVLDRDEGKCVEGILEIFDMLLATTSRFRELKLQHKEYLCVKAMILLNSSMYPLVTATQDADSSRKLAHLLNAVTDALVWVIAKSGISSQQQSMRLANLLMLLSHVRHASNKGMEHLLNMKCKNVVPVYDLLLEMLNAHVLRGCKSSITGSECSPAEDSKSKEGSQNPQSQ
# ERa coact pot: enhancers of ERα–SRC-1 coactivator binding, primary screen, biochemical, TR-FRET, ERα LBD, low estradiol; 86,000 tested, 1.3% active; TR-FRET ERalpha-LBD/SRC-Cy5 coactivator binding, 2 h; 100 = basal binding, no effect; coactivator binding (% of control), % at 25.6 µM; Estrogen receptor (Homo sapiens), P03372; in the data active means activity above about 200%;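 further: binding measured in presence of low estradiol as agonist stimulus; 0% = peptide alone without receptor and 100% = receptor with peptide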
# Numbers without * were called inactive; x = not tested or not shown; [ ] = remark or other dose. Some of the compounds tested, so the mix of outcomes need not match the whole.
# Labels used below: A = H69AR inhibit; B = HUVEC inhibit; C = ERa coact inh; D = Candida biofilm; E = Smad3 inh; F = sEH activator; G = Lung fibro prol; H = ERb SRC1 inh; I = ERa coact pot
CC1(C)OC(=O)N(CCc2ccccc2)C1(C)O (stereo not drawn)
  A = 106	B = 96	C = -2	D = 7	E = 11	F = x	G = x	H = 1	I = 107
CCCCCCSC1=C(C#N)C(=O)NC2(CCCCC2)S1
  A = 103	B = 99	C = -1	D = 0	E = -3	F = -8	G = 100	H = -3	I = 64
COc1ccc(C(=O)N(c2ccccc2)C2C=CS(=O)(=O)C2)cc1 (stereo not drawn)
  A = 86	B = 96	C = 2	D = 6	E = 1	F = 3	G = 100	H = -7	I = 115
Cn1c(=O)c(C(=O)NCCO)c(O)c2ccccc21
  A = 92	B = 104	C = 0	D = -3	E = -8	F = 13	G = 105	H = 15	I = 99[fluorescence artefact?]
COC(=O)C1(C(F)(F)F)N=C2Sc3ccccc3N2C(N2CCOCC2)=N1 (stereo not drawn)
  A = 94	B = 99	C = -1	D = 0	E = 3	F = 1	G = 103	H = -3	I = 73
N=c1c2c3c(sc2ncn1CCN1CCOCC1)CCCC3
  A = 88	B = 88	C = 7[fluorescence artefact?]	D = 7	E = 10	F = -10	G = 90	H = 5[fluorescence artefact?]	I = 97
Cc1ccc(-c2cc(-c3ccccc3)c(C#N)c(N)n2)o1
  A = 105	B = 85	C = 24[fluorescence artefact?]	D = 5	E = -2	F = 16	G = 85	H = 22	I = 47[fluorescence artefact?]
CCOC(=O)c1cc(OC(=O)c2ccccc2OC)n(-c2ccccc2)n1
  A = 78	B = 76	C = 74*[fluorescence artefact?]	D = 7	E = 14	F = 2	G = 93	H = 20[fluorescence artefact?]	I = 31
O=C(Cn1cnc2c(nnn2Cc2ccc(Cl)cc2)c1=O)N1CCCc2ccccc21
  A = 89	B = 99	C = -5	D = 7	E = -2	F = -9	G = 81	H = 4	I = 105
O=C(Oc1ccc2ccc(=O)oc2c1)N1CCOCC1
  A = 104	B = 102	C = 4[fluorescence artefact?]	D = -1	E = -7	F = 10	G = 113	H = 17[fluorescence artefact?]	I = 86
COc1ccc(S(=O)(=O)N2CCCCC2)cc1
  A = 104	B = 100	C = -2	D = 7	E = 5	F = -7	G = 102	H = -12	I = 97
Cc1cc(C)nc(SCC(=O)c2ccc(O)cc2O)n1
  A = 42	B = 114	C = 3	D = 10	E = -6	F = -9	G = 99	H = 17[fluorescence artefact?]	I = 79
CN(C)CCSc1nnc2sc3ccccc3n12
  A = 100	B = 105	C = -8	D = 6	E = 1	F = -6	G = 106	H = -2	I = 94
CCCCn1c(SCC(=O)c2ccc(OC)c(OC)c2)nc2cc(S(N)(=O)=O)ccc21
  A = 67	B = 101	C = 4	D = 3	E = 15	F = -9	G = 109	H = 3[fluorescence artefact?]	I = 161
COc1cccc(-c2noc(C3CCCN(S(=O)(=O)c4cccc(Cl)c4C)C3)n2)c1 (stereo not drawn)
  A = 83	B = 95	C = -2	D = 4	E = 17	F = x	G = 99	H = 2	I = 120

# (further entries)
# Labels used below: A = H69AR inhibit; B = HUVEC inhibit; C = ERa coact inh; D = Candida biofilm; E = Smad3 inh; F = sEH activator; G = Lung fibro prol; H = ERb SRC1 inh; I = ERa coact pot
CCn1c(O)c(C=NCc2cccs2)c(=O)n(CC)c1=S
  A = 86	B = 69	C = -3	D = 1	E = 1	F = -5	G = 82	H = -11	I = 87
CCc1nnc(NC(=O)c2cccc(S(=O)(=O)N(C)c3ccccc3)c2)s1
  A = 92	B = 97	C = -6	D = 3	E = 0	F = -7	G = 104	H = -6	I = 95
N#Cc1c(NC(=O)CSc2n[nH]c(N)n2)oc(-c2ccccc2)c1-c1ccccc1
  A = 86	B = 100	C = 2	D = 2	E = -13	F = 9	G = 99	H = 6	I = 69
COc1ccc(N2CCN(CC(O)c3c[nH]c4ccc(OC)cc34)CC2C)cc1 (stereo not drawn)
  A = 35*	B = 94	C = -16	D = 5	E = -1	F = 4	G = 77	H = -23	I = 106
Cc1ccc(-c2noc(CCC(=O)Nc3ccccc3N3CCN(C)CC3)n2)cc1
  A = 97	B = 86	C = -12	D = 8	E = 4	F = -13	G = 96	H = -6	I = 94
O=C(CSc1nc2ccccc2n1CC(=O)N1CCCC1)Nc1ccc2c(c1)OCO2
  A = 63	B = 92	C = 17	D = 3	E = -3	F = x	G = 102	H = 15	I = 124
COc1cc([N+](=O)[O-])ccc1N/C=C/C(=O)c1cccs1
  A = 42	B = 29*	C = 4	D = 7	E = -7	F = 14	G = 79	H = 1[fluorescence artefact?]	I = 116
Cc1ccc(C(C)C)c(OCC(=O)N2CCOCC2)c1
  A = 98	B = 90	C = 1	D = 3	E = -5	F = x	G = 104	H = 5	I = 117
O=C(CSc1nnc(Cn2c(=O)sc3ccccc32)n1-c1ccccc1)N1CCCCCC1
  A = 88	B = 93	C = -5[fluorescence artefact?]	D = 10	E = 7	F = x	G = 98	H = -2[fluorescence artefact?]	I = 111
CC1(C)CC(=O)C2=C(C1)NC(=O)CC2c1cccc(F)c1 (stereo not drawn)
  A = 93	B = 100	C = 2	D = -2	E = 12	F = -4	G = 97	H = -3	I = 101
Cc1ccc(CN(C(=O)c2ccco2)C(C(=O)NC2CCCC2)c2ccc(N3CCOCC3)cc2)cc1 (stereo not drawn)
  A = 66	B = 103	C = -3	D = 1	E = -1	F = 4	G = 93	H = -5	I = 108
Cc1c(C(=O)O)sc(=S)n1CCOc1ccccc1
  A = 114	B = 99	C = -4	D = x	E = 5	F = -4	G = 96	H = -2	I = 54[fluorescence artefact?]
Cc1ccc(N/C=C/C(=O)C(C)(C)C)c(O)c1
  A = 81	B = 86	C = -6	D = 4	E = 13	F = 0	G = 102	H = -8	I = 83[fluorescence artefact?]
CCN(CC)c1nc2ccccc2nc1C(C#N)C(=O)NCCCOC (stereo not drawn)
  A = 72	B = 99	C = -2[fluorescence artefact?]	D = 1	E = -9	F = -2	G = 112	H = 20[fluorescence artefact?]	I = 96
Cc1ccc(-n2c(C)cc(C)c(C#N)c2=O)cc1Cl
  A = 99	B = 96	C = 3	D = 7	E = 6	F = -8	G = 106	H = 0	I = 102

# One compound at a time, as listed above. Values in the order: H69AR inhibit, HUVEC inhibit, ERa coact inh, Candida biofilm, Smad3 inh, sEH activator, Lung fibro prol, ERb SRC1 inh, ERa coact pot
# `Cc1ccc(C(C)C)c(OCC(=O)N2CCOCC2)c1` as listed: 98, 90, 1, 3, -5, x, 104, 5, 117
# `Cc1c(C(=O)O)sc(=S)n1CCOc1ccccc1` as listed: 114, 99, -4, x, 5, -4, 96, -2, 54[fluorescence artefact?]
# `COc1ccc(N2CCN(CC(O)c3c[nH]c4ccc(OC)cc34)CC2C)cc1` (stereo not drawn) as listed: 35*, 94, -16, 5, -1, 4, 77, -23, 106
# `COc1cc([N+](=O)[O-])ccc1N/C=C/C(=O)c1cccs1` as listed: 42, 29*, 4, 7, -7, 14, 79, 1[fluorescence artefact?], 116
# `CCc1nnc(NC(=O)c2cccc(S(=O)(=O)N(C)c3ccccc3)c2)s1` as listed: 92, 97, -6, 3, 0, -7, 104, -6, 95

# Continued.
# Labels used below: A = H69AR inhibit; B = HUVEC inhibit; C = ERa coact inh; D = Candida biofilm; E = Smad3 inh; F = sEH activator; G = Lung fibro prol; H = ERb SRC1 inh; I = ERa coact pot
O=C(c1cccnc1)N1C2C=CC(C2)C1(C(F)(F)F)C(F)(F)F (stereo not drawn)
  A = 98	B = 100	C = 11	D = x	E = 4	F = 0	G = 100	H = 19	I = 73
CC(=O)COc1ncn(-c2ccccc2)n1
  A = 99	B = 106	C = -1	D = 12	E = 3	F = 11	G = 100	H = 11	I = 111[fluorescence artefact?]
Cc1ccc(OCCSc2nnc(-c3ccncc3)n2C)cc1
  A = 93	B = 111	C = 14[fluorescence artefact?]	D = x	E = -4	F = 8	G = 105	H = 41	I = 62[fluorescence artefact?]
Fc1cccc(-c2oncc2-c2nnnn2-c2ccc(Cl)cc2)c1
  A = 81	B = 95	C = 3	D = 4	E = 8	F = 11	G = 99	H = 0	I = 101
Cc1ccc(C2C(C(=O)c3cc4ccccc4o3)=C(O)C(=O)N2CCCN(C)C)cc1 (stereo not drawn)
  A = 95	B = 81	C = 1	D = 13	E = 12[fluorescence artefact?]	F = x	G = 93	H = 0	I = 101
COC(=O)c1cn(C)c2ccc(S(=O)(=O)N3CCCC3)cc2c1=O
  A = 99	B = 108	C = 9	D = 2	E = 10	F = x	G = 93	H = -4	I = 107[fluorescence artefact?]
COc1cccc(Nc2nc3ccccc3n3nnnc23)c1
  A = 81	B = 79	C = 5	D = -7	E = 4	F = 7	G = 89	H = -16	I = 122[fluorescence artefact?]
COc1ccc(Cl)c(S(=O)(=O)N2CCCC2)c1
  A = 110	B = 96	C = 0	D = 6	E = 1	F = -3	G = 102	H = -1	I = 98
Cc1cc(=O)n2nc(N3CCCC(C(=O)N4CCN(C)CC4)C3)sc2n1 (stereo not drawn)
  A = 95	B = 102	C = -18	D = 9	E = 2	F = 15	G = 97	H = -29[fluorescence artefact?]	I = 107
CC1=CC(C)(C)C(C(=O)O)C(C(=O)O)C1 (stereo not drawn)
  A = 99	B = 104	C = 16	D = 5	E = 2	F = x	G = 101	H = 11	I = 85
COc1ccc(C(=O)NC2CCCCCC2)cc1S(=O)(=O)Nc1ccc(Br)cc1
  A = 61	B = 75	C = -1	D = -3	E = 1	F = -66	G = 86	H = 0	I = 106
COc1cccc(CN(Cc2cccnc2)S(=O)(=O)c2ccc(-n3cnnn3)c(C)c2)c1OC
  A = 65	B = 82	C = -7	D = 4	E = -1	F = -2	G = 97	H = 12	I = 116
COC(=O)c1ccccc1NC(=O)c1ccc(COc2ccc(C)c(C)c2)o1
  A = 91	B = 97	C = 5	D = 2	E = 8	F = 8	G = 101	H = -2	I = 101
COc1ccc(OC)c(NC(=O)c2ccccc2SC)c1
  A = 87	B = 98	C = -1	D = 6	E = 17	F = 1	G = 107	H = -7	I = 106
CCn1c(SCC(=O)Nc2ccc(N3CCOCC3)c(Cl)c2)nnc1-c1ccc(N)cc1
  A = 77	B = 101	C = -7[fluorescence artefact?]	D = -1	E = -9	F = -14	G = 110	H = 5[fluorescence artefact?]	I = 84[fluorescence artefact?]

# Further results:
# Labels used below: A = H69AR inhibit; B = HUVEC inhibit; C = ERa coact inh; D = Candida biofilm; E = Smad3 inh; F = sEH activator; G = Lung fibro prol; H = ERb SRC1 inh; I = ERa coact pot
Cc1ccc(CC2CC(=O)N(CC(=O)O)C2=O)cc1 (stereo not drawn)
  A = 100	B = 102	C = -12	D = 4	E = 10	F = 4	G = x	H = -10[fluorescence artefact?]	I = 92
NC(=O)C1CCN(C(=O)c2cc(S(=O)(=O)N3CCOCC3)c(Cl)cc2Cl)CC1
  A = 100	B = 100	C = -2	D = 10	E = 8	F = 10	G = 94	H = 2	I = 100
Nn1c(SCC(=O)NCc2ccc3c(c2)OCO3)nnc1C1CC1
  A = 95	B = 92	C = -7	D = 0	E = 5	F = -8	G = 106	H = 14	I = 121
Nc1c(S(=O)(=O)c2ccccc2)nnn1-c1ccccc1
  A = 96	B = 89	C = -8	D = 7	E = -9	F = 2	G = 94	H = 3	I = 136
